APJ agonist: agonists of human apelin receptor APJ, primary screen, CHO-K1 cells, PathHunter beta-arrestin, luminescence; P35414; 330,000 tested, 0.11% active; 0% DMSO wells, 100% apelin; activation, % at 20 µM;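 active = activation more than six SD over the plate average, tested at 20 µM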;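 note: 0% = DMSO alone and 100% = apelin-13 at 10 nM; some results filed as inactive read as strong as hits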
Target sequence (P35414 whole entry, looked up): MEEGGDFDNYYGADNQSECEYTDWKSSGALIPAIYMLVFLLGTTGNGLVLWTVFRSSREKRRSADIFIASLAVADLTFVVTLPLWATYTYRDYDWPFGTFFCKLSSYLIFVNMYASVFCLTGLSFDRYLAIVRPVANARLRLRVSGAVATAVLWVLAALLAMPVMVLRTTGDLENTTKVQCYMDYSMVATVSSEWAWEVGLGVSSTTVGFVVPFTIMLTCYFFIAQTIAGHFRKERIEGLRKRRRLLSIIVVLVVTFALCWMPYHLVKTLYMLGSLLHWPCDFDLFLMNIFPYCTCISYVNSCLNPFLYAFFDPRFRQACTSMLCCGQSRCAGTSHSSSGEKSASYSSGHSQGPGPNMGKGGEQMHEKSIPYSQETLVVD
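Assay system: engineered CHO-K1 APJ arrestin reporter cells; Amount: 1000 CHO-K1 reporter cells seeded per well; Dosing: one dose, 20 µM compound, 1% DMSO; Times: compound stimulation 90 min at 25 °C, detection 60 min; Measured by: luminescent beta-gal fragment complementation, chemiluminescent substrate; Read-out: APJ–arrestin association signal; Controls: DMSO vs Apelin-13 10 nM.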
UPR CHOP act: activators of apoptotic CHOP UPR arm, primary screen, cell-based, CHO-CHOP luciferase reporter, luminescence, uHTS | activation, % at 10 µM | 330,000 tested, 0.34% active | UPR activation; percent of tunicamycin response over DMSO baseline;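 active = at 10 µM dose, activation of 40% or more, normalized to positive control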;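 note: 100% = tunicamycin at 10 µg/mL and 0% = DMSO alone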
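Assay system: CHO-CHOP cells, stable luciferase reporter of PERK-eIF2a-CHOP signalling / Buffer or medium: F12 plus 10% serum / Compound dosing: one dose, 10 µM in 0.5% DMSO / Times: 6 h compound treatment, 37 °C / Technique: luciferase luminescence / Read-out: % reporter activation, DMSO baseline versus tunicamycin full activation / Benchmarks: tunicamycin and DMSO controls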
TIM10 inh: growth inhibitors of isogenic TIM10 control yeast, primary screen, counter-screen for tim10-1 yeast inhibitor project, luminescence, uHTS | S. cerevisiae TIM10 strain growth, BacTiter-Glo luminescence, 24 h | inhibition, % at 10 µM | 330,000 tested, 1.4% active | AID 463195, 2010;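 active = inhibition of 40% or more at the single tested concentration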;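 note: wild-type TIM10 isogenic control strain grown at permissive 25 °C; 0% = DMSO yeast wells and 100% = minimal medium wells without yeast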
XBP1 UPR activ: activators of adaptive XBP1 UPR arm, primary screen, cell-based, CHO-XBP1 luciferase reporter, luminescence, uHTS. IRE1-XBP1 UPR activation; percent of tunicamycin response, DMSO as zero. activation, % at 20 µM. 330,000 tested, 0.33% active. AID 463104, 2010;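 active = versus positive control, 20 µM dose yields 30% or more activation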;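 note: 100% = tunicamycin at 10 µg/mL and 0% = DMSO only wells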
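Material: CHO cell line with stable XBP1 luciferase reporter; buffer or medium: F12 medium containing 10% fetal bovine serum; compound: single point, 20 µM final compound, 1% DMSO; incubation: 6 h treatment, 37 °C; measured by: glow luminescence from Steady-Glo reagent; evaluation: activation, % of tunicamycin; control set: tunicamycin high, DMSO low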
tim23-1 inh: growth inhibitors of tim23-1 mutant yeast, primary screen, luminescence, uHTS. AID 463212, 2010. 330,000 tested, 1.3% active. S. cerevisiae tim23-1 growth, BacTiter-Glo luminescence, 24 h. inhibition, % at 20 µM;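 active = growth inhibition of the mutant yeast at or above 50%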;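 note: temperature-sensitive mutant grown at 25 °C; plate controls were DMSO-treated mutant yeast for no effect and medium wells lacking yeast for full effect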
Mdm2 MdmX PPI: inhibitors of human Mdm2-MdmX association, primary screen, cell-based, luminescence, split luciferase, SaOS-2, uHTS. SaOS-2 split-luciferase Mdm2/MdmX complementation. inhibition, % at 8 µM. 330,000 tested, 3% active. AID 485346, 2010;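 active = inhibition of at least 50% at 8 µM in the primary screen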
tim10-1 inh: growth inhibitors of tim10-1 mutant yeast, primary screen, luminescence, uHTS | 330,000 tested, 2.2% active | S. cerevisiae tim10-1 ts strain growth, BacTiter-Glo, 24 h | AID 463190, 2010 | inhibition, % at 20 µM;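 active = inhibition of at least 40%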;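 note: mutant grown at 25 °C; 0% = DMSO wells with yeast and 100% = wells holding no yeast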
CXCR6 block: CXCR6 receptor inhibitors, primary screen, cell-based, beta-arrestin, luminescence, CHO-K1 PathHunter, 1536-well. C-X-C chemokine receptor type 6 (Homo sapiens), O00574. inhibition, % at 20 µM. 360,000 tested, 0.36% active. AID 602244, 2012; in the data active = inhibition above about 34%, passing the limit was not always enough;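 note: antagonist mode with CXCL16 agonist at 10 nM final; 0% = 10 nM CXCL16 with DMSO and 100% = unstimulated wells without agonist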
Target sequence (O00574 whole entry, looked up): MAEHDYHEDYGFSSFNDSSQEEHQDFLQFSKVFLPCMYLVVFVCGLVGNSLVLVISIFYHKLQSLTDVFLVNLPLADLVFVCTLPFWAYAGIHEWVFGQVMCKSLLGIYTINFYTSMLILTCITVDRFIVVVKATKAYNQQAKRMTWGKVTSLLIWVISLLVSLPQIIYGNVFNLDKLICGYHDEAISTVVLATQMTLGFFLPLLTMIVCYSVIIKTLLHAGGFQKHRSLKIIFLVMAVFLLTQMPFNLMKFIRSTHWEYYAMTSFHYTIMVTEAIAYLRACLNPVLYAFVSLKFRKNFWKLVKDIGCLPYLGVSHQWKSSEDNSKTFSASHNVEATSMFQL
APJ antagonist: antagonists of human apelin receptor APJ, primary screen, CHO-K1 cells, beta-arrestin complementation, luminescence; inhibition, % at 20 µM; 330,000 tested, 0.32% active;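 active = inhibition above about 40% at 20 µM, limit read from the data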;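 note: cells challenged with 10 nM apelin-13 agonist together with compound; plate controls were apelin-13 plus DMSO wells for no effect and DMSO wells lacking apelin-13 for full effect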
* = called active by the depositor; x = not tested or not shown. These rows are one share of the data; rates above refer to the full screens.

SMILES	APJ agonist	UPR CHOP act	TIM10 inh	XBP1 UPR activ	tim23-1 inh	Mdm2 MdmX PPI	tim10-1 inh	CXCR6 block	APJ antagonist
CNC(=S)N(Cc1ccc(OC)cc1)C1CC(=O)N(c2ccc(C(=O)OC)cc2)C1=O (stereo unspecified)	0	0.9	-9	-3	25	6	21	x	9
COc1ccccc1C(C#N)c1cccc(Cl)n1 (stereo unspecified)	-2	2.4	32	-2	5	-13	7	-2	14
CCOC(=O)C1(C)C=C(Nc2ccc(C)cc2)C(=O)N1c1ccc(C)cc1 (stereo unspecified)	7	-0.4	-2	-1	-8	22	-11	-5	8
Cc1cc(OCC(=O)N2CCN(c3ccccn3)CC2)c(C)cc1Br	-4	-1.7	2	-5	28	9	23	-1	0
CC12CCC(C(N)=O)(c3nc4ccccc4nc31)C2(C)C (stereo unspecified)	-2	-0.1	2	-1	14	10	5	-2	1
COc1ccc(-c2nc(SC(CC(=O)NCc3ccccc3)c3ccc(OC)c(OC)c3)n[nH]2)cc1 (stereo unspecified)	0	-0.9	1	-2	4	7	13	-2	1
CSc1ccccc1C(=O)Nc1c(C)cccc1C	-3	-1.3	-1	1	18	-12	6	6	-4
Cc1c(-c2ccccc2)[n+](=O)c(-c2ccc(Br)cc2)c(C)n1[O-]	-1	0.3	8	-2	1	15	10	-2	-1
CC1CCN(C(=S)Nc2ccc3nc4n(c(=O)c3c2)CCCCC4)CC1	2	1.1	3	1	22	29	3	-6	-7
CCOc1ccc(C(=O)Nc2ccc(-c3cc4ccccc4oc3=O)c(C)c2)cc1[N+](=O)[O-]	0	-0.7	14	-2	-9	26	12	7	14
CCCC(=O)N1CCN(Cc2ccc3c(c2)OCO3)CC1	-2	1.6	-4	-2	-9	14	-17	-3	-5
CC(Sc1nnc(C(F)(F)F)n1C)C(=O)NC(N)=O (stereo unspecified)	3	-0.8	-3	-1	14	-1	-8	-10	19
Cc1nc(C)c(-c2nnc(-c3ccc(C(C)(C)C)cc3)o2)cc1C(=O)NN	3	2.7	8	1	18	-32	29	14	-5
O/N=C(\c1ccc(Cl)cc1)c1ncc(C(F)(F)F)cc1Cl	-3	-3.2	27	0	8	-16	18	-1	-11
N#Cc1ccsc1NC(=O)CN1CCN(S(=O)(=O)c2ccccc2C(F)(F)F)CC1	-2	0.6	-31	0	34	13	-35	0	-13
Cc1ccc(C2(C)NC(=O)N(CC(=O)N3CC(=O)Nc4ccccc43)C2=O)cc1 (stereo unspecified)	-2	-1.8	-7	-3	-20	10	-2	3	4
Cc1cc(-c2nnc(SCC(=O)Nc3ccccc3F)n2N)n[nH]1	4	-0.5	-2	-3	11	19	-7	1	18
CS(=O)(=O)N(CC(=O)N1CCN(Cc2ccc3c(c2)OCO3)CC1)Cc1ccc(Cl)cc1	-5	-0.7	17	1	25	35	26	0	-7
CCC(CC)NC(=O)Nc1ccc(F)c(Cl)c1	-2	1.3	24	-2	24	-4	29	-12	-2
CC(=O)c1cccc(NC(=O)c2ccncc2)c1	-2	1.3	0	-1	10	-13	7	7	-2
Cn1c(=O)c2c(nc(Oc3ccccc3N)n2C)n(C)c1=O	2	1.7	-3	-3	12	23	4	-2	12
O=C(NC1CCCCC1)c1cccc2c1C(=O)c1ccc(N3CCCC3)cc1S2(=O)=O	-3	1.4	2	-2	10	14	2	6	7
CSc1ccc(C(=S)N2CCN(C(c3ccccc3)c3ccccc3)CC2)cc1	-5	-1.9	25	-1	13	-7	23	15	9
CCc1cc(-c2nc(N)ncc2-c2ccc(Br)cc2)c(O)cc1OC	-1	-1.2	4	-1	2	35	-31	4	7
CC1=CC(C)(C)N(C(=O)CSc2nncn2C)c2ccccc21	-3	0.0	14	-1	17	-15	21	-7	3

For reference, some entries already given.
SMILES	APJ agonist	UPR CHOP act	TIM10 inh	XBP1 UPR activ	tim23-1 inh	Mdm2 MdmX PPI	tim10-1 inh	CXCR6 block	APJ antagonist
CS(=O)(=O)N(CC(=O)N1CCN(Cc2ccc3c(c2)OCO3)CC1)Cc1ccc(Cl)cc1	-5	-0.7	17	1	25	35	26	0	-7
CCC(CC)NC(=O)Nc1ccc(F)c(Cl)c1	-2	1.3	24	-2	24	-4	29	-12	-2

The list goes on.
SMILES	APJ agonist	UPR CHOP act	TIM10 inh	XBP1 UPR activ	tim23-1 inh	Mdm2 MdmX PPI	tim10-1 inh	CXCR6 block	APJ antagonist
S=C(N/N=C1\CCc2ccccc21)NC1CCCCC1	-3	0.6	15	-6	45	2	9	13	11
CC(=O)c1c(O)cc(O)cc1CC(=O)O	-6	-0.3	-7	-2	8	8	-4	-4	3
CCCCCCCCCCCC(=O)c1c(O)cccc1O	-5	-1.1	-2	1	0	17	34	-9	7
COC(=O)c1ccc(CSC2=NC[C@@H]3[C@@H]4C(=O)N(C)C(=O)[C@@H]4[C@](C)(C(=O)OC)N23)cc1	x	3.1	-8	2	35	32	19	2	x
CCC(C(=O)N/N=C/c1cccnc1)c1ccccc1 (stereo unspecified)	-5	-1.8	10	0	14	3	12	6	-9
Cc1ccccc1OCC(=O)OCC(=O)Nc1cc(S(=O)(=O)N2CCCCC2)ccc1Cl	3	1.7	6	2	17	20	12	14	16
COc1ccc(S(=O)(=O)N(C)C[C@H]2Oc3ccc(NS(=O)(=O)c4c(C)noc4C)cc3C(=O)N([C@H](C)CO)C[C@@H]2C)cc1	-3	-2.3	7	-1	0	14	0	2	4
CC(=O)N(C)c1ccc(NC(=O)Nc2ccc(C)c(C)c2)cc1	-1	0.7	1	1	-3	1	13	-7	-3
Cc1ccc(N(C(=O)CS(=O)CC(=O)Nc2ccc(F)cc2)C(C)C(=O)NC(C)(C)C)cc1 (stereo unspecified)	-1	0.7	7	-3	19	10	16	-4	10
CCn1c(C(C)NC(=O)c2ccccc2C)n[nH]c1=S (stereo unspecified)	-3	0.4	-4	8	10	-11	11	4	-4
COc1cccc(C(=O)COC(=O)c2cccs2)c1	-4	14	0	-8	10	-21	2	-2	12
COc1ccccc1NC(=O)C1C2C=CC3(CN(Cc4cccnc4)C(=O)C13)O2 (stereo unspecified)	-1	-1.5	-4	1	9	-9	11	2	6
CN(CC(=O)Nc1ccccc1Br)C(=O)CN1CCN(Cc2ccc(Cl)cc2)CC1	-2	-1.5	1	-4	9	14	14	-3	11
Cc1nn(Cc2ccc(Cl)cc2Cl)c(C)c1NC(=O)C1C2CCC(O2)C1C(=O)O (stereo unspecified)	-3	-2.0	-1	1	6	13	41*	1	1
Cc1cc2occ(CC(=O)NC3=NCCS3)c2cc1C(C)C	-4	0.9	40*	0	4	11	33	-6	-7
O=C(NCc1ccc(F)cc1)C(c1ccccc1)N(C(=O)c1csnn1)C1CC1 (stereo unspecified)	-3	0.4	10	-1	17	-18	15	-8	-3
CC(=O)Nc1ccc(S[C@@H](CCN2CC[C@H](O)CCC2=O)c2ccccc2)cc1	-2	0.8	-7	-1	7	9	1	-10	2
CCN(C(=O)c1cc2c(s1)-c1ccccc1OC2)c1cc(OC)ccc1OC	-5	1.1	-13	-2	30	19	19	17	-39
COc1ccc(CNS(=O)(=O)CCNC(=O)c2ccc3c(c2)OCO3)cc1	-4	2.1	-2	-2	-4	12	-13	-7	8
C[C@H]1CN([C@@H](C)CO)C(=O)c2cc(NS(=O)(=O)c3ccc(F)cc3)ccc2O[C@H]1CN(C)S(=O)(=O)c1cn(C)cn1	-1	-1.7	1	-3	6	6	1	2	-15
O=C(NC1CCCCC1)c1ccc2snnc2c1	0	0.3	2	1	-4	20	-24	3	24
CC(C)c1ccc(/C=C/C(=O)NCCC2=CCCCC2)cc1	-3	0.1	22	0	18	2	34	-5	4

A portion taken from the entries so far:
SMILES	APJ agonist	UPR CHOP act	TIM10 inh	XBP1 UPR activ	tim23-1 inh	Mdm2 MdmX PPI	tim10-1 inh	CXCR6 block	APJ antagonist
Cc1ccccc1OCC(=O)OCC(=O)Nc1cc(S(=O)(=O)N2CCCCC2)ccc1Cl	3	1.7	6	2	17	20	12	14	16
COc1ccc(S(=O)(=O)N(C)C[C@H]2Oc3ccc(NS(=O)(=O)c4c(C)noc4C)cc3C(=O)N([C@H](C)CO)C[C@@H]2C)cc1	-3	-2.3	7	-1	0	14	0	2	4
CC(=O)N(C)c1ccc(NC(=O)Nc2ccc(C)c(C)c2)cc1	-1	0.7	1	1	-3	1	13	-7	-3
Cc1ccc(N(C(=O)CS(=O)CC(=O)Nc2ccc(F)cc2)C(C)C(=O)NC(C)(C)C)cc1 (stereo unspecified)	-1	0.7	7	-3	19	10	16	-4	10
CCn1c(C(C)NC(=O)c2ccccc2C)n[nH]c1=S (stereo unspecified)	-3	0.4	-4	8	10	-11	11	4	-4
COc1cccc(C(=O)COC(=O)c2cccs2)c1	-4	14	0	-8	10	-21	2	-2	12
COc1ccccc1NC(=O)C1C2C=CC3(CN(Cc4cccnc4)C(=O)C13)O2 (stereo unspecified)	-1	-1.5	-4	1	9	-9	11	2	6
CN(CC(=O)Nc1ccccc1Br)C(=O)CN1CCN(Cc2ccc(Cl)cc2)CC1	-2	-1.5	1	-4	9	14	14	-3	11
Cc1nn(Cc2ccc(Cl)cc2Cl)c(C)c1NC(=O)C1C2CCC(O2)C1C(=O)O (stereo unspecified)	-3	-2.0	-1	1	6	13	41*	1	1
Cc1cc2occ(CC(=O)NC3=NCCS3)c2cc1C(C)C	-4	0.9	40*	0	4	11	33	-6	-7
O=C(NCc1ccc(F)cc1)C(c1ccccc1)N(C(=O)c1csnn1)C1CC1 (stereo unspecified)	-3	0.4	10	-1	17	-18	15	-8	-3
CC(=O)Nc1ccc(S[C@@H](CCN2CC[C@H](O)CCC2=O)c2ccccc2)cc1	-2	0.8	-7	-1	7	9	1	-10	2
CCN(C(=O)c1cc2c(s1)-c1ccccc1OC2)c1cc(OC)ccc1OC	-5	1.1	-13	-2	30	19	19	17	-39
COc1ccc(CNS(=O)(=O)CCNC(=O)c2ccc3c(c2)OCO3)cc1	-4	2.1	-2	-2	-4	12	-13	-7	8
